Screening data: PubChem BioAssay, National Center for Advancing Translational Sciences (NCATS)
Epigenetic derep = derepresses silenced GFP reporter in murine cells. murine LDR cells, GFP reporter derepression, 30 h. Potency, µM (highest dose often 53.9 µM), without a hit: at the top dose GFP activation, most hits filed as activators. 0.2% of 280,000 active. AID 1865; note: % of control where 0% means no effect; nearly all actives have a fitted effect of over 60% in size
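Murine LDR cells bearing a silenced CMV-driven GFP reporter were exposed to compound for 30 h at 37 C. After PBS washes, GFP-positive cells (20-120 um objects) counted by laser-scanning microplate cytometry.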
GAA glycogen = inhibitors or activators of human alpha-glucosidase glycogen cleavage | P10253 | recombinant GAA, glycogen substrate, Amplex Red glucose oxidase fluorescence | Potency, µM (top dose mostly 76.4 µM), for inactives: top-dose activity change, negative = inhibition, actives largely listed as inhibitors | 0.38% of 300,000 active;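 note: 0% = full enzyme reaction and -100% = no-enzyme basal signal; the screen sought inhibitors and activators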
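Natural-substrate format: glycogen cleavage by 4 nM human enzyme, glucose read by Amplex Red coupling (Ex 573, Em 610 nm). Normalized to enzyme and no-enzyme controls.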
ALDH1A1 inh = blocks purified human ALDH1A1 activity; Potency, µM (highest dose often 75.3 µM), for inactives: at the highest dose activity, negative = inhibition, most hits filed as inhibitors; Purified ALDH1A1, NADH fluorescence, propionaldehyde substrate; P00352; 7.3% of 220,000 active; active = well fitted inhibition curve with a large enough effect, not every such curve was filed as active; inconclusive = small, poorly fitted or top-dose-only effect, or another doubt; inactive = no such curve, though single readings can be large or run the other way;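 note: plate controls were no enzyme wells and a reference inhibitor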
aGal spleen mod = inhibits or activates alpha-galactosidase in human spleen homogenate; P06280; human spleen homogenate, 4MU-alpha-Gal fluorescence, 40 min; Potency, µM (doses to about 80 µM), inactives show top-dose activity change, negative = inhibition, actives largely listed as inhibitors; 0.008% of 240,000 active;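 note: 0% = enzyme with vehicle and -100% = no enzyme basal signal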
Target sequence (P06280 32-429 limits assumed): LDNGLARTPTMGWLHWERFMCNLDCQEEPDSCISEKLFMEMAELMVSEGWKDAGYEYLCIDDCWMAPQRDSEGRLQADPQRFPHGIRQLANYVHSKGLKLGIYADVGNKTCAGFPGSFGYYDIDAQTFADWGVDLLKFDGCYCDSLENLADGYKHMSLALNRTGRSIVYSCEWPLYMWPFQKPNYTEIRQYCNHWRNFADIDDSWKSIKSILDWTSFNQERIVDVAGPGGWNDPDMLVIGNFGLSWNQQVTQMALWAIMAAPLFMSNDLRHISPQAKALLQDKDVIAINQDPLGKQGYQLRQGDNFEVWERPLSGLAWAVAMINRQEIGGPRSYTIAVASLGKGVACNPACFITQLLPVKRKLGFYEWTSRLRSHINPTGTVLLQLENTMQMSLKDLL
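Spleen homogenate 1 ug + cpd (titration) + 4-MU-alpha-D-galactopyranoside 1 mM; 37C 40 min; 50 mM citrate/phosphate pH 5.0, 0.01% Tween-20; stop pH 10; fluorescence 365/440; AC50 via Hill.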
GAA spleen mod = lysosomal alpha-glucosidase (human) modulation; Potency, µM (series often up to 79.9 µM), for the others: at the top dose activity change, negative = inhibition, actives largely listed as inhibitors; 0.006% of 240,000 active; P10253; human spleen homogenate, 4-MU-alpha-glucoside fluorescence;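 note: 0% = enzyme with vehicle and -100% = no enzyme basal signal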
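Human spleen homogenate (1 ug) incubated with compounds and 1 mM 4-methylumbelliferyl-alpha-D-glucopyranoside in pH 5.0 citrate/phosphate buffer, 37 C, 40 min. Stopped at pH 10; 4-MU fluorescence (Ex 365/Em 440 nm); AC50 by Hill fit.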
NPSR antagonist = antagonists of human neuropeptide S receptor cAMP signaling | CHO-NPSR cells, cAMP TR-FRET, antagonist mode | Potency, µM (titrated, usually from 38.3 µM), for inactives: top-dose activity change, negative = inhibition, usual class: inhibitors | 1% of 220,000 active | AID 1461; note: % is set by controls: 0 for no effect and ±100 for the full control effect; nearly all actives have a fitted effect of over 50% in size; many of its hits are not listed in these tables
Target sequence (Q6W5P4 whole entry, looked up): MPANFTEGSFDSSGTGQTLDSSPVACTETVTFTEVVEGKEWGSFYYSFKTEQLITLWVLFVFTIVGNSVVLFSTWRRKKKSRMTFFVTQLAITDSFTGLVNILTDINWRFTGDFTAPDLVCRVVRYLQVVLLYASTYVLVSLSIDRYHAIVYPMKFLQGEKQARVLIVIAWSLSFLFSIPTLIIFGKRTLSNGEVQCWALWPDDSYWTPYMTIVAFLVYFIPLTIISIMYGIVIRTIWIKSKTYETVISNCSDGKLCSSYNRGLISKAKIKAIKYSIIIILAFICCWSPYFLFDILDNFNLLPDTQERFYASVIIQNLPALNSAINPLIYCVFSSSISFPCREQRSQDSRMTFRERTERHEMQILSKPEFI
GAA inhib = alpha-glucosidase (human) inhibition; 0.005% of 200,000 active; Potency, µM (series often up to 76.9 µM), for the others: top-dose activity change, negative = inhibition, hits mostly inhibitors; AID 1466; purified human GAA, 4-MU-alpha-glucoside fluorescence; P10253;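 note: plate controls were uninhibited enzyme wells for no effect and no-enzyme background for full effect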
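AC50 values come from Hill fits of compound titrations (up to 77 uM) against 4 nM human enzyme. Substrate 4-methylumbelliferyl-alpha-D-pyranoside at 400 uM, pH 5.0 citrate buffer, 20 min room temperature; fluorescence Ex 365/Em 440 after alkaline stop.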
Tau fluor counter = counter-screen for tau fibril formation inhibitors; tau K18 P301L Alexa594 fluorescence, heparin fibrillization; Potency, µM (titrated, usually from 57.7 µM), for inactives: at the highest dose activity change, negative = decrease; 0.93% of 280,000 active; AID 1463; note: % is set by controls: 0 for no effect and ±100 for the full control effect; nearly all actives have a fitted effect of over 55% in size
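Human tau K18 P301L (15 uM unlabeled, 0.24 uM Alexa 594-labeled) in 100 mM sodium acetate pH 7 with 20 uM heparin, 6 hr at 37 C. ThT 30 uM added, 1 hr ambient; Alexa 594 FP and total fluorescence read at 555/632 nm.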
Starred values were filed as active, the others as inactive; u = inconclusive; x = not tested or not shown; [ ] = dose if it differs, or a comment. Unless noted, calls come from the whole dose curve; as a rule, active = well fitted curve in the direction sought with a large enough effect; inconclusive = small, poorly fitted or top-dose-only effect, or another doubt; inactive = no such curve, though single readings can be large; an effect the other way counts as inactive or inconclusive. Potency is the fitted concentration of half-maximal effect. This is a subset. The share of hits here may be higher or lower than overall.

1: O=C(Nc1ccc2cn[nH]c2c1)c1ccccc1F
2: CN(CC(=O)N1CCN(c2cccc(Cl)c2)CC1)S(=O)(=O)c1cnc[nH]1
3: CCCCC(NS(=O)(=O)c1ccc(C)cc1)C(=O)Oc1ccc2c3c(c(=O)oc2c1)CCC3 (configuration not stated)
4: O=C(c1cccc(S(=O)(=O)Nc2cccc(C(F)(F)F)c2)c1)N1CCCCC1
5: COc1ccc(C)cc1S(=O)(=O)Nc1cccc(Cl)c1
6: CNC(=O)c1ccccc1S(=O)c1ccccc1COC(C)=O (configuration not stated)
7: Cc1ccc(S(=O)(=O)N2CCN(S(=O)(=O)c3ccc(C)cc3)C2)cc1
8: CCC(O)C1CCN(Cc2cn(-c3ccc(OC)cc3)nc2-c2cccc(F)c2)CC1 (configuration not stated)
entry no. | 1 | 2 | 3 | 4 | 5 | 6 | 7 | 8
Epigenetic derep | 1.3% | 2.1% | 0.0% | 0.0% | 0.0% | 4.8% | 1.6% | -3.1%
GAA glycogen | 1% | -1% | -4% | 4% | -14% | 10% | 11% | -17%
ALDH1A1 inh | 7% | -10% | u | u | 6% | x | -13% | u
aGal spleen mod | 2% | 10% | u | -6% | -4% | 7% | -6% | -10%
GAA spleen mod | 1% | 4% | u | -7% | -6% | -5% | -12% | -7%
NPSR antagonist | 4% | -2% | -18% | -10%[46.1 µM] | u | 5% | -12%[46.1 µM] | 19%
GAA inhib | -3% | 2% | u | 3% | 1% | x | -9% | -8%
Tau fluor counter | -2% | -9% | -10% | 7% | -18% | 5% | -19% | -3%

Some of these compounds in order of heavy-atom count, falling:
3: CCCCC(NS(=O)(=O)c1ccc(C)cc1)C(=O)Oc1ccc2c3c(c(=O)oc2c1)CCC3 (configuration not stated)
2: CN(CC(=O)N1CCN(c2cccc(Cl)c2)CC1)S(=O)(=O)c1cnc[nH]1
7: Cc1ccc(S(=O)(=O)N2CCN(S(=O)(=O)c3ccc(C)cc3)C2)cc1
6: CNC(=O)c1ccccc1S(=O)c1ccccc1COC(C)=O (configuration not stated)
1: O=C(Nc1ccc2cn[nH]c2c1)c1ccccc1F
entry no. | 3 | 2 | 7 | 6 | 1
Epigenetic derep | 0.0% | 2.1% | 1.6% | 4.8% | 1.3%
GAA glycogen | -4% | -1% | 11% | 10% | 1%
ALDH1A1 inh | u | -10% | -13% | x | 7%
aGal spleen mod | u | 10% | -6% | 7% | 2%
GAA spleen mod | u | 4% | -12% | -5% | 1%
NPSR antagonist | -18% | -2% | -12%[46.1 µM] | 5% | 4%
GAA inhib | u | 2% | -9% | x | -3%
Tau fluor counter | -10% | -9% | -19% | 5% | -2%

Additional entries follow:
9: COc1ccc(/C=C2\SC(=O)N(CCn3cnnn3)C2=O)cc1
10: COc1ccc(C/C(C)=N/NC(=O)C2COc3ccccc3O2)cc1 (configuration not stated)
11: COC(=O)c1ccc(OCC(O)Cn2nnc3ccccc32)cc1 (configuration not stated)
12: O=C(Nc1ccc(C2=NCCN2)cc1)c1ccc(C(=O)Nc2ccc(C3=NCCN3)cc2)c(Cl)c1
13: Cc1cc(=O)oc(C)c1C(=O)OCC(=O)c1ccc2ccccc2c1
14: COC(=O)CCC(=O)OC1(C)C(=O)C2=CN(C3CC3)C(c3ccc(OC)cc3)=CC2=C(Br)C1=O (configuration not stated)
15: Nc1nn(S(=O)(=O)c2cccc3nsnc23)cc1-c1ccc(Br)cc1
16: CC1(C2CC2)NC(=O)N(CC(=O)Nc2ccccc2-c2ccccc2)C1=O (configuration not stated)
entry no. | 9 | 10 | 11 | 12 | 13 | 14 | 15 | 16
Epigenetic derep | -0.3% | -1.3% | -3.9% | 2.1% | -3.0% | x | 0.0% | 1.1%
GAA glycogen | -4% | 0% | -6% | -3% | -1% | x | -5% | -2%
ALDH1A1 inh | -18% | u | -9% | -18% | u | u | 20% | 18µM*
aGal spleen mod | 0% | -7% | -2% | 1% | 1% | -2%[17.5 µM] | -8% | -2%
GAA spleen mod | 6% | -5% | 0% | 2% | -9% | -8%[17.4 µM] | -14% | -8%
NPSR antagonist | 12% | 3% | -14%[46.1 µM] | -26% | 1%[46.1 µM] | x | -25%[46.1 µM] | 27%
GAA inhib | -6% | -4% | -2% | 2% | -8% | x | 1% | 1%
Tau fluor counter | -14% | 0% | -12% | -4% | -19% | -21%[11.6 µM] | u | -6%

Values by screen from above.
Nos. 9–16 in NPSR antagonist, in turn: 12%, 3%, -14%[46.1 µM], -26%, 1%[46.1 µM], x, -25%[46.1 µM], 27%

(listing goes on)
17: CC1Cc2ccccc2N1Cc1nc2cc(Cl)ccc2c(=O)[nH]1 (configuration not stated)
18: O=C1CCCc2c1cc(C(=O)O)c(=O)n2-c1ccccc1
19: Cc1cc(Nc2n[nH]c(N)c2C#N)ccc1F
20: CCOc1ccc(S(=O)(=O)Nc2ccccc2C(=O)NCc2ccco2)cc1
21: O=C(COC(=O)C1=COCCO1)NCCCc1ccccc1
22: COc1ccc(C(=O)NCc2ccc(C(=O)NCC(OC)OC)cc2)cc1OC
23: Cc1cc(-c2nn(-c3ccccc3F)cc2CN2CCN(c3ccccn3)CC2)c(C)s1
24: CCc1ccc(NC(=O)C2CC(=O)Nc3ncnn32)cc1 (configuration not stated)
entry no. | 17 | 18 | 19 | 20 | 21 | 22 | 23 | 24
Epigenetic derep | 3.9% | -1.1% | -0.2% | -0.3% | -0.4% | -0.3% | 1.5% | -1.3%
GAA glycogen | -29% | 2% | u | 6% | 8% | 3% | -11% | -5%
ALDH1A1 inh | u | 1% | 8% | u | 6% | 2% | -8% | 25µM*
aGal spleen mod | 7% | 4% | 7% | 2% | 5% | -6% | 0% | 1%
GAA spleen mod | 8% | 7% | 3% | 0% | 4% | -14% | 0% | -5%
NPSR antagonist | -6%[46.1 µM] | 4% | -2% | -10%[46.1 µM] | -9%[46.1 µM] | 25% | 41% | 14%
GAA inhib | -4% | 2% | x | u | -4% | 7% | -8% | 4%
Tau fluor counter | u | -11% | -12% | -15% | 9% | 0% | -10% | -1%

25: CCCn1c(Nc2ccccc2C)nc2ccccc21
26: C/C(CC(=O)Nc1ccc(Cl)cc1)=N\NC(=O)C(=O)N1CCCCC1
27: CCc1ccc(OCCOCC(O)CNC(C)CC)cc1 (configuration not stated)
28: CCOC(=O)c1ccc(NCn2c(=O)oc3ccccc32)cc1
29: O=C(Cc1cccs1)N/N=C/C(Cl)=C/c1ccccc1
30: CC(=O)c1ccc(-n2nncc2C)cc1
31: COC(=O)Cn1cnc2sc(C)c(S(=O)(=O)N3CCC(C)CC3)c2c1=O
32: CC1CCOC(c2coc3ccccc3c2=O)O1 (configuration not stated)
entry no. | 25 | 26 | 27 | 28 | 29 | 30 | 31 | 32
Epigenetic derep | -1.2% | 1.9% | -3.0% | u | 0.4% | -1.3% | -3.4% | 0.0%
GAA glycogen | -18% | -9% | -1% | 3% | 3% | 4% | 2% | -1%
ALDH1A1 inh | 6% | -9% | -1% | 12% | u | 11% | -7% | 20µM*
aGal spleen mod | 3% | -3% | 6% | 14% | 11% | -10% | 2% | 4%
GAA spleen mod | -3% | 0% | -6% | 7% | 12% | -4% | 2% | 3%
NPSR antagonist | -7%[46.1 µM] | -7% | 10% | -10%[46.1 µM] | -8% | 11%[46.1 µM] | -1%[46.1 µM] | 22%
GAA inhib | -7% | 7% | -6% | 5% | 2% | -2% | -2% | 9%
Tau fluor counter | -3% | -7% | 7% | -18% | 3% | 0% | 0% | 22%

33: CCOc1ccccc1N1CCN(Cc2cccc(OC)c2O)CC1
34: CC[C@H](NC(C)C)[C@H](O)c1ccc(O)c(O)c1
35: O=C(CN(C(=O)c1ccc(Cl)cc1)N1C(=O)C2C3C=CC(C3)C2C1=O)c1cccs1 (configuration not stated)
36: Cc1cc(C(F)F)n2ncc(C(=O)N3CCC(C(N)=O)CC3)c2n1
37: CCOc1cc(/C=N/NC(=O)Cc2ccc(C(F)(F)F)cc2[N+](=O)[O-])c(Br)cc1OC
38: COCCCNCCOCCSc1ccc(Cl)cc1
39: CCOC(=O)N1CCN(C(=O)c2ccc3c(c2)ncn3C2CCCC2)CC1
40: O=c1nc2n(c3ccc([N+](=O)[O-])cc13)CCCCC2
entry no. | 33 | 34 | 35 | 36 | 37 | 38 | 39 | 40
Epigenetic derep | -1.1% | 2.5%[16.9 µM] | 6.1% | 1.2% | 0.0% | 0.0% | 2.9% | 6.7%
GAA glycogen | -13% | x | 24% | 0% | 1% | 1% | 9% | 3%
ALDH1A1 inh | 2% | 8%[20.9 µM] | u | -9% | 13% | u | u | 1%
aGal spleen mod | 4% | 3%[29.1 µM] | 1% | -6% | 2% | 4% | -7% | -13%
GAA spleen mod | -4% | -2%[29.1 µM] | 7% | -10% | -14% | -12% | -5% | -21%
NPSR antagonist | -3%[46.1 µM] | x | -33% | 7%[46.1 µM] | -1%[46.1 µM] | 7% | -3%[46.1 µM] | 4%
GAA inhib | 1% | x | -2% | 6% | 2% | 4% | u | -12%
Tau fluor counter | 0% | x | 0% | -3% | -4% | -5% | -7% | 1%

41: CC1Cc2ccccc2N1C(=O)CSc1ccccc1 (configuration not stated)
42: O=C(CSc1cccc2cccc(Cl)c12)NC1=NCCS1
43: CCc1nnc(NC(=O)CN2CCC(O)(c3ccccc3OC)CC2)s1
44: Cc1nc(NCCCn2ccnc2)c2oc3ccccc3c2n1
45: COc1ccc([C@@H]2CC(=O)c3c(O)cc(O)cc3O2)cc1O
46: COc1cccc(CNC(=S)Nc2cc(OC)ccc2OC)c1
entry no. | 41 | 42 | 43 | 44 | 45 | 46
Epigenetic derep | -0.4% | -0.5% | -0.7% | -0.7% | -1.1% | 2.1%
GAA glycogen | -4% | 5% | -2% | -3% | x | -13%
ALDH1A1 inh | 18µM* | -3% | 3% | u | -7% | -1%
aGal spleen mod | -3% | 3% | -3% | -1% | 1% | 0%
GAA spleen mod | -7% | 0% | -3% | -1% | -3% | -6%
NPSR antagonist | -7%[46.1 µM] | -9% | -2%[46.1 µM] | 6%[46.1 µM] | x | -3%
GAA inhib | -9% | -9% | -10% | 4% | x | 2%
Tau fluor counter | -5% | -21% | -2% | 2% | -9% | -7%
